SENP6 inh: SENP6 protease inhibitors, primary screen, biochemical, luminescence, uHTS; Sentrin-specific protease 6 (Homo sapiens), Q9GZR1; 1.8% of 330,000 active; inhibition, % at 10 µM; Recombinant SENP6 catalytic domain, aminoluciferin luminescence;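 active = inhibition above about 50% at the single tested dose, limit read from the data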;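 also: plate controls were DMSO wells with enzyme for no effect and DMSO wells lacking enzyme for full effect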
Target sequence (Q9GZR1 628-1112 limits assumed): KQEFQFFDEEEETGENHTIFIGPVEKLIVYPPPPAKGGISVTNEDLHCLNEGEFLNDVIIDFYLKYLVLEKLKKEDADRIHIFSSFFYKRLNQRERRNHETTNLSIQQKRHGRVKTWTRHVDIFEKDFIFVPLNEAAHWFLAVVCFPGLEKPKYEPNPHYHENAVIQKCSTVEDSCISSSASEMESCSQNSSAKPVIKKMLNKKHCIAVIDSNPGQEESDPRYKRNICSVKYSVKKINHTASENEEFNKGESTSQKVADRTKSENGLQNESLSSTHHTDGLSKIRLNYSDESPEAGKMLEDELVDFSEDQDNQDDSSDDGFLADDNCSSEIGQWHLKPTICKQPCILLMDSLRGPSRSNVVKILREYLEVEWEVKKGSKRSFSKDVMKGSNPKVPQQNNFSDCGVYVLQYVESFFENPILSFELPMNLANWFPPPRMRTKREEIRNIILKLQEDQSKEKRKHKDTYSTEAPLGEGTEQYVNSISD
Apaf-1 inh: inhibitors of human Apaf-1 apoptosome, primary screen, biochemical, DEVD-Rh110 fluorescence, uHTS | reconstituted apoptosome caspase-3 activity | inhibition, % at 20 µM | 0.71% of 330,000 active | AID 489030, 2010; active = inhibition of at least 40% at 20 µM;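 also: plate controls were DMSO wells for no effect and DEVD-CHO caspase inhibitor wells for full effect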
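System: Apoptosome proteins | Medium: Hepes pH 7.5 with detergent and BSA | Also added: Cytochrome c trigger plus (Z-DEVD)2-Rh110 caspase-3 substrate | Incubation: 30 min compound preincubation, 50 min activation, room temperature | Detection: Rhodamine 110 fluorescence at Ex 480/Em 540 nm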
SENP8 block-1: human SENP8 protease inhibitors, primary screen, biochemical, fluorescence, Nedd8 protein substrate, uHTS; recombinant SENP8; inhibition, % at 20 µM; 0.64% of 360,000 active; AID 602440, 2012; in the data active = inhibition mostly above about 40%, no sharp cut-off; inactive = mostly below about 27%
Target sequence (Q96LD8 whole entry, looked up): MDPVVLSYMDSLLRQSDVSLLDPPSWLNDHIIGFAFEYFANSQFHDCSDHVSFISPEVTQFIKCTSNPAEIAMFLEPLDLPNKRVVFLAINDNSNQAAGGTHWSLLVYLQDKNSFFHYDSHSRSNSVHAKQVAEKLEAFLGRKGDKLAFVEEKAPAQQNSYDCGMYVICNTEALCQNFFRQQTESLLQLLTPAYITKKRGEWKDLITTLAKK
PfGluPho inh: PfG6PD enzyme inhibitors, primary screen, biochemical, fluorescence intensity, uHTS | inhibition, % at 20 µM | 0.78% of 350,000 active | PfGluPho enzyme, NADPH resazurin-diaphorase fluorescence | glucose-6-phosphate dehydrogenase-6-phosphogluconolactonase (Plasmodium falciparum 3D7);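 active = inhibition reaching at least a set limit at 20 µM in the primary screen, cut at about 59% in these data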;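 also: 0% = DMSO wells with substrate and 100% = DMSO wells lacking glucose-6-phosphate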
SENP1 inh: human SENP1 catalytic domain inhibitors, primary screen, biochemical, FRET, uHTS; recombinant SENP1 catalytic domain, CyPet-SUMO1-YPet FRET cleavage; inhibition, % at 10 µM; 0.21% of 360,000 active;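 active = inhibition at least 30% at 10 µM, raw YFP signal under a set limit, fluorescence ratio 0.5 to 1.5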;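 also: 0% = enzyme with DMSO and 100% = no enzyme wells; some results filed as inactive read as strong as hits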
Target sequence (Q9P0U3 419-644 limits assumed): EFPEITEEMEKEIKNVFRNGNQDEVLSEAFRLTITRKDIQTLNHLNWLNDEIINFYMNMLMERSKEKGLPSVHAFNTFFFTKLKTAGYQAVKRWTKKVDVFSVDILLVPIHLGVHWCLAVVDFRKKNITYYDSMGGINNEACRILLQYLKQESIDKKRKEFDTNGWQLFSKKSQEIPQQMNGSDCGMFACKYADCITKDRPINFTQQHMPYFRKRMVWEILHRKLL
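system = hSENP1 catalytic domain, recombinant | reagent = SFCypet-SUMO1-SFYpet substrate at 25 nM | doses = one dose per compound, 10 µM, 0.5% DMSO | incubation = enzyme reaction for 50 min at room temperature, dark | measured by = FRET, CFP and YFP emission | controls = no-enzyme low, enzyme-DMSO high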
SENP7 block: SENP7 protease inhibitors, primary screen, biochemical, luminescence, uHTS. Sentrin-specific protease 7 (Homo sapiens), Q9BQF6. recombinant SENP7, Z-RLRGG-aminoluciferin luminescence, 40 min. inhibition, % at 5 µM. 1.5% of 330,000 active. AID 434973, 2010;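 active = inhibition above about 50% at the single test dose, limit read from the data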;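 also: plate controls were DMSO with enzyme for no effect and no enzyme buffer wells for full effect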
SENP8 block-2: SENP8 protease inhibitors, primary screen, biochemical, luminescence. Sentrin-specific protease 8 (Homo sapiens), Q96LD8. purified SENP8, Z-RLRGG-aminoluciferin cleavage. inhibition, % at 10 µM. 1.2% of 330,000 active. AID 2540, 2010; in the data active = inhibition above about 50%
HKDC1 inh: HKDC1 hexokinase inhibitors, primary screen, biochemical, fluorescence, uHTS; Q2TB90; recombinant HKDC1, G6PDH/diaphorase resazurin coupled fluorescence; inhibition, % at 20 µM; 0.16% of 340,000 active; AID 493160, 2011;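 active = inhibition above about 35% when tested at 20 µM, limit read from the data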;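 also: plate controls were DMSO wells with enzyme for no effect and DMSO wells lacking enzyme for full effect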
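Assay system: recombinant HKDC1 hexokinase; detection: coupled resazurin fluorescence, excitation 525 nm, emission 613 nm; benchmarks: DMSO-plus-enzyme-mix negative control, buffer-substituted positive control; compound dosing: single 20 µM dose; schedule: 90 min at room temperature in dark; also added: glucose plus 1 mM ATP as hexokinase substrates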
Numbers without * were called inactive; i = inactive; . = not tested or not shown.

Every second line gives: SENP6 inh, Apaf-1 inh, SENP8 block-1, PfGluPho inh, SENP1 inh, SENP7 block, SENP8 block-2, HKDC1 inh
- O=C(Nc1cccc([N+](=O)[O-])c1)C(=O)N1CCCCC1
 : -32, 0, 12, 0, -1, 27, -5, -7
- Cc1ccc(NC(=O)c2nn(C34CC5CC(CC(C5)C3)C4)cc2[N+](=O)[O-])cc1
 : -6, 11, 29, 7, 2, 10, 5, 16
- CCOC(=O)C1=C(COC(=O)CCOc2ccccc2)NC(=O)NC1C (stereo not drawn)
 : -13, 15, 7, 1, 3, -9, -10, -2
- C=C(C)CN(Cc1ccccc1)C(=S)Nc1ccccc1
 : -3, -5, 14, 1, -1, 0, 2, -4
- CC(=O)c1cc(C)ccc1OC(=O)c1ccco1
 : 4, -24, 10, -8, 3, 4, -1, 1
- CN1CCN(C(=O)CSc2nc(-c3cccs3)cc(-c3cccs3)c2C#N)CC1
 : ., ., -307, 14, -26, ., ., 10
- CC1=C(C(=O)Nc2ccccc2)C(c2ccc(C)o2)N2C(=O)CSC2=N1 (stereo not drawn)
 : 5, -1, ., -2, ., -12, 5, 2
- O=S(=O)(CC(O)(c1ccccc1)c1ccccc1)CC(O)(c1ccccc1)c1ccccc1
 : ., ., 11, 1, 0, ., ., 0
- COc1ccc(C(=O)OC2CCN(C)CC2)cc1
 : 9, -10, 4, 2, 3, -3, 4, -4
- COc1ccc2c(c1OC)C(=O)N(c1ccc(OCc3ccccc3)cc1)C2=O
 : 16, 0, 4, -9, -6, 7, 1, 0
- CCOC(=O)c1c(=O)n(O)c2ccc(C)cc2[n+]1[O-]
 : -10, -5, 10, 9, 47*, -2, -10, 6
- CCOC(=O)N1CCC(NC(=O)c2cc(C)c3c(C)nn(-c4ccccc4)c3n2)CC1
 : -4, -4, -201, 3, 0, 8, 13, -11
- O=C(Nc1ccc(N2CCN(C(=O)c3ccc(Cl)cc3)CC2)cc1)c1ccc(Br)o1
 : -11, 10, 22, -10, 0, -6, -15, -3
- CCC(C)(C)NC(=O)C(c1cccc(OC)c1OC)N(CCOC)C(=O)CCC(=O)Nc1cc(C)on1 (stereo not drawn)
 : 0, 0, 6, 1, 1, -3, -6, -7
- O=C1/C(=C\c2ccccn2)SC(=S)N1c1ccc(S(=O)(=O)Nc2nccs2)cc1
 : 3, -6, 10, -22, -11, 10, -18, 13
- Cn1c(N)c(C(=O)CN2CCc3ccccc3C2)c(=O)n(C)c1=O
 : 17, -10, 0, 19, -19, 4, 10, -1
- O=[N+]([O-])c1ccc(N2CCN(c3ccc(F)cc3)CC2)cn1
 : -8, 5, 13, 7, 1, 4, -4, 4
- COc1cc(CC(=O)OCC(=O)N2C(C)CCCC2C)cc(OC)c1OC (stereo not drawn)
 : -17, 10, 3, -3, 6, -3, -3, 0
- O=C(CN1C(=O)c2ccccc2S1(=O)=O)NCCc1ccccc1
 : -2, -9, 0, 6, 3, -6, 0, -7
- Cc1cc(NCCCN2CCOCC2)n2nc(C)c(-c3ccc(F)cc3)c2n1
 : 2, 8, i, 10, 0, 10, 6, 1
- O=C(Cc1c(Cl)cccc1Cl)NC1CC1
 : -15, -4, 12, 20, 3, 8, 4, -3
- O=C(CCS(=O)(=O)c1ccccc1)NCc1ccccc1
 : 4, -1, 8, -2, -1, -1, 2, -1
- O=C(COC(=O)c1ccccc1NC(=O)c1ccco1)NC1CC1
 : -1, 1, -44, -1, 0, -1, -1, -7
- CCN1C(=O)c2cccc3c(NC(=O)c4cccc(N5C(=O)CCC5=O)c4)ccc1c23
 : -6, -17, 13, 12, 58*, 2, 0, 6
- COc1ccc(NC(=O)CSc2ncnc3c2cnn3Cc2ccccc2)cc1
 : 0, 3, 10, 8, 2, -1, -2, -8
- COC(=O)c1cc2sccc2n1CC(=O)N1CCCc2ccccc21
 : -4, 7, 20, -4, -1, 12, -11, -1
- C#CCOCCOCCOCCNc1nc(N2CCN(C(=O)[C@H](CCC(=O)O)n3cc(CN)nn3)CC2)nc(N2CCN(C(=O)[C@H](CCC(=O)O)n3cc([C@@H](N)[C@H](C)CC)nn3)CC2)n1
 : -23, -7, 10, -5, 1, -5, -10, -5
- CN1C(c2ccc(F)cc2)=CS/C1=C(/C#N)c1nnc(N2CCOCC2)n1-c1ccccc1
 : -1, -7, 29, 0, 0, 3, -9, -1
- CCS(=O)(=O)c1ccc(C(=O)Nc2ccccc2)c(Cl)c1Cl
 : -5, -3, 15, -3, 2, -2, -3, 0
- N#Cc1cccc(NC(=O)COC(=O)Cn2nc(-c3ccccc3)oc2=O)c1
 : -8, -4, 12, -5, 0, -3, -2, -5

5 entries out of the list, arranged by length of the SMILES, largest number first:
Every second line gives: SENP6 inh, Apaf-1 inh, SENP8 block-1, PfGluPho inh, SENP1 inh, SENP7 block, SENP8 block-2, HKDC1 inh
- CCC(C)(C)NC(=O)C(c1cccc(OC)c1OC)N(CCOC)C(=O)CCC(=O)Nc1cc(C)on1 (stereo not drawn)
 : 0, 0, 6, 1, 1, -3, -6, -7
- Cn1c(N)c(C(=O)CN2CCc3ccccc3C2)c(=O)n(C)c1=O
 : 17, -10, 0, 19, -19, 4, 10, -1
- CCOC(=O)C1=C(COC(=O)CCOc2ccccc2)NC(=O)NC1C (stereo not drawn)
 : -13, 15, 7, 1, 3, -9, -10, -2
- O=C(Nc1cccc([N+](=O)[O-])c1)C(=O)N1CCCCC1
 : -32, 0, 12, 0, -1, 27, -5, -7
- CCOC(=O)c1c(=O)n(O)c2ccc(C)cc2[n+]1[O-]
 : -10, -5, 10, 9, 47*, -2, -10, 6

Next section
Every second line gives: SENP6 inh, Apaf-1 inh, SENP8 block-1, PfGluPho inh, SENP1 inh, SENP7 block, SENP8 block-2, HKDC1 inh
- C=CCn1c(CCc2ccccc2)nnc1SCC(=O)OC
 : -4, -13, 25, -8, 1, -1, 7, -6
- CC(=O)c1ccc(NC(=O)C2CCCN2S(=O)(=O)c2cccs2)cc1 (stereo not drawn)
 : -11, 1, 14, 14, 0, -8, -9, -8
- CC(=O)NC(=S)Nc1ccccc1C(=O)Nc1ccccc1
 : -2, -7, 6, -9, 1, 0, -8, -7
- COc1ccc(CNc2nc(-c3ccccc3)nn2C(=O)c2ccc([N+](=O)[O-])cc2)cc1
 : 20, -5, -7, 6, -4, 2, -6, -4
- COc1cc(CN2CCC(C(=O)NC3CCCC3)CC2)cc(OC)c1O
 : -7, 5, 20, 16, 0, 0, 6, 11
- O=C(CN1C(=O)NC2(CCCC2)C1=O)N1CCN(S(=O)(=O)c2cccc(F)c2)CC1
 : -9, -6, 7, 7, 0, -10, -5, 4
- CCc1cc[n+](-c2nc([O-])sc2C=O)cc1
 : 9, 3, 33, 21, -18, 10, -3, 9
- CCOC(=O)c1ccc(NC(=O)Oc2ccccc2)cc1
 : -4, 4, 6, -9, 1, 1, 0, 2
- CCOC(=O)C1CCN(C(=O)COc2ccc(S(=O)(=O)NC(C)(C)C)cc2)CC1
 : -26, 2, 14, -13, 3, 4, -5, -6
- CCN(CC)CC(=O)N1c2ccccc2Sc2ccccc21
 : -4, 1, 7, -5, 2, -2, -12, -1
- N#CCCCSc1nnc(-c2ccc(Cl)cc2)n1-c1ccccc1
 : -9, 8, 8, 18, 2, -3, 0, -5
- CC(C)(C)N(NC(=O)OCc1ccccc1)C(=O)c1ccccc1Cl
 : -16, -4, 15, -5, 2, -6, -7, -4
- Cc1ccccc1-n1c(SCC(=O)N/N=C/c2c(C)nn(-c3ccccc3)c2C)nc2ccccc2c1=O
 : -14, 11, 19, -18, 1, 8, -6, 8
- Cc1ccc(S(=O)(=O)N(Cc2cccnc2)Cc2cc3ccccc3[nH]c2=O)cc1
 : -4, 7, -39, 3, 1, -3, -13, 5
- CCOc1ccc(N(C)C(=O)CCc2nnc3ccc(NCc4ccco4)nn23)cc1
 : -8, -9, 7, 10, -14, 31, -3, 3
- COc1ccc(Oc2ccc(C(F)(F)F)cc2NC(=O)CC(CC(=O)O)c2ccccc2)cc1 (stereo not drawn)
 : 7, 5, 5, -1, 0, 2, -1, 0
- O=C1C2CCCN2C(=O)N1CCCN1CCN(c2ccc([N+](=O)[O-])cc2)CC1 (stereo not drawn)
 : -27, -4, 15, -18, 2, -3, -10, 0
- CCN(CC)S(=O)(=O)c1ccc(N2CCOCC2)c(NC(=O)Cc2cccc3ccccc23)c1
 : 9, 20, -7, 30, 3, -2, 0, 1
- CCOC(=O)C1CCCN(S(=O)(=O)c2ccc(S(=O)(=O)N3CCCC3)cc2)C1 (stereo not drawn)
 : -11, 9, 10, 0, 2, 10, -4, -1
- COc1ccccc1-c1ccc(/C=N/O)o1
 : -29, 18, -57, 8, 2, 6, -8, -2
- CCOc1ccc(NS(=O)(=O)c2ccc(C(=O)NCC(c3ccco3)N(C)C)cc2)cc1 (stereo not drawn)
 : -15, 1, -40, -12, -5, 12, 3, -2
- CN1CCN(c2nc(-c3ccncc3)nc3ccccc23)CC1
 : -14, -5, -4, -8, -2, 11, -7, -1
- Cc1nc2cc(NS(=O)(=O)c3c(C)c(C)cc(C)c3C)ccc2s1
 : -4, 24, 24, 52, 1, -3, -1, 5

Part of the list above with just HKDC1 inh, SENP8 block-2 and SENP1 inh.
smiles	HKDC1 inh	SENP8 block-2	SENP1 inh
Cc1nc2cc(NS(=O)(=O)c3c(C)c(C)cc(C)c3C)ccc2s1	5	-1	1
CCOc1ccc(NS(=O)(=O)c2ccc(C(=O)NCC(c3ccco3)N(C)C)cc2)cc1 (stereo not drawn)	-2	3	-5
CCOC(=O)C1CCN(C(=O)COc2ccc(S(=O)(=O)NC(C)(C)C)cc2)CC1	-6	-5	3

Bioassay records: PubChem BioAssay, Sanford-Burnham Center for Chemical Genomics
